KDM4C inh: inhibitors of GASC-1 (KDM4C) histone demethylase, primary screen, biochemical, single concentration HTS | AID 720574, 2013 | inhibition, % at 12.5 µM | GST-KDM4C 2-372, H3K9me3 peptide, LANCE TR-FRET | 96,000 compounds, 0.15% hits | Lysine-specific demethylase 4C (Homo sapiens), Q9H3R0;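 active = mean replicate inhibition above about 25%, with at least 55% of replicates also reaching it, limit read from the data, passing the limit was not always enough; inconclusive = only one of those two conditions met; inactive = neither condition met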
Target sequence (Q9H3R0 2-372 limits assumed): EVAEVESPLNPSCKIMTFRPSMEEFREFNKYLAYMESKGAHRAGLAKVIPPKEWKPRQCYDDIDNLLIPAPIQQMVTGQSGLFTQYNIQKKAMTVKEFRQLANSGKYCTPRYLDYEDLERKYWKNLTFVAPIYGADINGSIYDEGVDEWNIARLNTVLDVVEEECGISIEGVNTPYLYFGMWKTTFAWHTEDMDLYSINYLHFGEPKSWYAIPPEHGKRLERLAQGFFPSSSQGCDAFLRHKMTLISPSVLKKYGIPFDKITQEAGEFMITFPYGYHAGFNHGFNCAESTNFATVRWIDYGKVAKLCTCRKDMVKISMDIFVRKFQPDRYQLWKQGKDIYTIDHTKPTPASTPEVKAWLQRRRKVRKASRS
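System: N-terminal GST-fused human GASC-1 (KDM4C) fragment, residues 2-372; amount: enzyme final amount 10 nM; incubation: reaction 30 min RT, detection step 1 h RT; medium: HEPES buffer, pH 7.5, plus ascorbate; technique: LANCE TR-FRET, Eu antibody, ULight-streptavidin, EDTA, ex 340 nm, em 618/671 nm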
Pf Dd2 growth: P. falciparum Dd2 growth inhibitors, primary screen, SYBR Green fluorescence, single dose replicates. 72 h; hits give low values. activity change, % at 10 µM. 94,000 compounds, 2.3% hits. AID 1159554, 2015; in the data active = activity change below about -80%; inconclusive = no clear call, values can overlap the other calls
T cruzi growth: T. cruzi intracellular proliferation inhibitors, primary screen, cell-based, beta-gal Tulahuen parasites, NIH3T3 host, luminescence; T. cruzi beta-gal in NIH3T3, GalScreen luminescence, 90 h; inhibition, % at 8.34 µM; 77,000 compounds, 5.9% hits; AID 624255, 2012;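 active = mean inhibition above about 93%, with at least 55% of replicates each passing it, limit read from the data, passing the limit was not always enough; inconclusive = only one of those two conditions holds; inactive = neither condition holds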
C diff growth: C. difficile growth inhibitors, primary screen, HTS; Clostridium difficile clinical isolate growth, OD600, 24 h; hits give low values; growth activity, negative = inhibition, % at 16 µg/mL (by protocol); 86,000 compounds, 0.25% hits; AID 1259249, 2017;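 active = mean growth activity at or below -80% and every replicate also at or below -80%; inconclusive = mean at or below -80% but some replicate above -80%; inactive = mean growth activity above -80%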;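 also: 0% = DMSO wells and -100% = levofloxacin 16 µg/mL wells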
* hit, by the source's call; ? = inconclusive; . = not tested or not shown; & = joins results of further samples.

The first three compounds, to show the layout:
Molecule | KDM4C inh | Pf Dd2 growth | T cruzi growth | C diff growth
CN1CCN(C(=O)C[C@H]2CC[C@@H]3[C@H](COC[C@H](O)CN3S(=O)(=O)c3cccc(F)c3)O2)CC1 | 1.4 | 17 | -41 | -1&-6
COc1ccc(S(=O)(=O)N(C)C[C@H]2Oc3ccc(NC(=O)CCCCCC(=O)Nc4ccccc4N)cc3CC(=O)N([C@H](C)CO)C[C@H]2C)cc1 | -0.2 | -40 | 27 | -3
CN(C[C@H]1N[C@H](CO)[C@@H]1c1ccc(-c2cccnc2)cc1)C(=O)NC1CCCC1 | -0.2 | -34 | . | -6

The list itself, repeating the preview:
Molecule | KDM4C inh | Pf Dd2 growth | T cruzi growth | C diff growth
CN1CCN(C(=O)C[C@H]2CC[C@@H]3[C@H](COC[C@H](O)CN3S(=O)(=O)c3cccc(F)c3)O2)CC1 | 1.4 | 17 | -41 | -1&-6
COc1ccc(S(=O)(=O)N(C)C[C@H]2Oc3ccc(NC(=O)CCCCCC(=O)Nc4ccccc4N)cc3CC(=O)N([C@H](C)CO)C[C@H]2C)cc1 | -0.2 | -40 | 27 | -3
CN(C[C@H]1N[C@H](CO)[C@@H]1c1ccc(-c2cccnc2)cc1)C(=O)NC1CCCC1 | -0.2 | -34 | . | -6
Cc1cc(C(=O)Nc2cccc3c2O[C@H](CN(C)Cc2ccc(C(F)(F)F)cc2)[C@@H](C)CN([C@@H](C)CO)C3=O)n(C)n1 | -0.1 | -42 | 31 | 7
O=C(c1cccc(F)c1)N1C[C@H]2[C@@H](c3ccccc31)[C@@H](CO)N2C(=O)C1CCOCC1 | -1.0 | -1 | 15 | -6
C[C@H](CO)N1C[C@H](C)[C@H](CN(C)S(=O)(=O)c2ccccc2)Oc2ccc(NC(=O)Nc3ccc(C(F)(F)F)cc3)cc2C1=O | -0.3 | 24 | 57 | 5
CNC[C@H]1Oc2c(NC(=O)c3ccncc3)cccc2C(=O)N([C@H](C)CO)C[C@H]1C | 0.7 | 3 | 10 | 3
C[C@@H]1CN([C@@H](C)CO)C(=O)Cc2cc(NC(=O)Nc3cccc4ccccc34)ccc2O[C@H]1CN(C)CC1CC1 | -0.1 | -75 | 60 | 6
C[C@@H]1CCCCO[C@H](CN(C)C(=O)Nc2cccc3ccccc23)[C@H](C)CN([C@H](C)CO)C(=O)c2cc(N(C)C)ccc2O1 | 0.5 | -53 | 99* | 3
C[C@H]1CN([C@@H](C)CO)C(=O)c2c(c3ccccc3n2C)-c2ccccc2CO[C@@H]1CN(C)C(=O)c1ccncc1 | 1.1 | 20 | -12 | -1
O=C(C1CCC1)N1CCCCN2[C@H](C1)[C@@H](c1ccc(C#CC3(O)CCCC3)cc1)[C@@H]2CO | 2.0 | 12 | 69 | -4
COc1ccc(NC(=O)Nc2ccc3c(c2)C(=O)N([C@@H](C)CO)C[C@H](C)[C@H](CN(C)S(=O)(=O)c2cccs2)OCCCC[C@@H](C)O3)cc1 | 2.0 | -78 | 24 | 0
C[C@H]1CN([C@@H](C)CO)S(=O)(=O)c2ccc(C#CCN(C)C)cc2O[C@@H]1CN(C)C(=O)CN(C)C | 3.4 | 7 | -3 | -5
COc1ccc2c3c([nH]c2c1)[C@@H](CO)N(C(=O)C1CCCCC1)CC31CCN(S(C)(=O)=O)CC1 | -1.6 | 5 | . | -5
C[C@@H]1CCCCO[C@@H](CN(C)C(=O)CCC(F)(F)F)[C@@H](C)CN([C@H](C)CO)C(=O)c2cc(NS(=O)(=O)c3cn(C)cn3)ccc2O1 | 1.1 | 35 | 29 | -8
COC(=O)[C@H]1[C@H](CO)[C@H]2Cn3c(ccc(-c4ccc(F)cc4)c3=O)[C@H]2N1C | 4.8 | 4 | 62 | 1
COc1ccc(NC(=O)Nc2ccc3c(c2)CC(=O)N([C@H](C)CO)C[C@@H](C)[C@@H](CN(C)C(=O)NC(C)C)O3)cc1 | 0.3 | -6 | 56 | -4
C[C@H]1CN([C@@H](C)CO)C(=O)c2c(c3ccccc3n2C)-c2ccccc2CO[C@@H]1CN(C)C(=O)C1CC1 | 0.0 | -30 | 85 | 2
COc1ccc(NC(=O)Nc2ccc3c(c2)C(=O)N([C@H](C)CO)C[C@@H](C)[C@@H](CN(C)C(=O)Cc2ccccc2)OCCCC[C@H](C)O3)cc1 | -0.4 | -64 | 56 | 10
C[C@@H]1CN([C@H](C)CO)S(=O)(=O)c2ccc(C#Cc3ccc(F)cc3)cc2O[C@H]1CN(C)S(=O)(=O)c1cn(C)cn1 | 1.8 | ? | 110 | 2
Cc1ccc(CN(C)C[C@H]2OCc3cn(nn3)CCCC(=O)N([C@H](C)CO)C[C@H]2C)cc1 | 2.0 | -6 | -1 | 0
COc1ccccc1-c1cn(CC[C@@H]2CC[C@H](NC(=O)c3ccccc3F)[C@@H](CO)O2)nn1 | 0.2 | -4 | . | 2
N#C[C@@H]1[C@H](c2ccccc2C2=CCCCC2)[C@H](CO)N1C(=O)CN1CCOCC1 | -0.6 | -4 | . | -10
C[C@H](CO)N1C[C@H](C)[C@H](CN(C)CC2CC2)Oc2c(NS(=O)(=O)c3ccc(F)cc3)cccc2C1=O | 0.2 | -12 | 1 | 9
C[C@@H]1CN([C@@H](C)CO)S(=O)(=O)c2ccc(C#CC3(O)CCCC3)cc2O[C@H]1CN(C)C(=O)Cc1ccncc1 | -2.2 | -32 | . | -1
C[C@H]1CN([C@@H](C)CO)C(=O)c2cc(-c3ccccc3F)cnc2O[C@@H]1CN(C)C | 1.0 | 15 | -44 | -3
COc1ccc(NC(=O)Nc2ccc3c(c2)CC(=O)N([C@H](C)CO)C[C@@H](C)[C@H](CN(C)C(=O)NC2CCCCC2)O3)cc1 | -0.2 | 15 | 25 | -8
OC[C@H]1[C@H](c2ccc(Br)cc2)[C@H]2CN(Cc3cncnc3)CCCCN21 | 1.2 | 20 | 73 | 3
C[C@@H]1CN([C@H](C)CO)C(=O)c2cc(-c3cccnc3)cnc2O[C@@H]1CN(C)C(=O)Nc1ccc(C(F)(F)F)cc1 | -1.9 | 23 | 34 | 3
CCCC#Cc1ccc2c(c1)O[C@@H](CN(C)C(C)=O)[C@@H](C)CN([C@@H](C)CO)S2(=O)=O | 0.3 | -41 | . | -3
Cc1noc(C)c1S(=O)(=O)N(C)C[C@@H]1Oc2ccc(NC(=O)NC(C)C)cc2CC(=O)N([C@H](C)CO)C[C@H]1C | -1.0 | 23 | 27 | -4
C[C@@H]1CN([C@@H](C)CO)C(=O)Cc2cc(NC(=O)Nc3ccc4c(c3)OCO4)ccc2O[C@H]1CN(C)Cc1ccc(C(=O)Nc2ccccc2N)cc1 | 1.4 | -14 | 47 | 6

Next structures follow:
Order of results – KDM4C inh | Pf Dd2 growth | T cruzi growth | C diff growth
- O=C(c1ccc(F)cc1)N1CC(=O)N2[C@@H](CO)[C@@H](c3ccc(-c4ccccc4F)cc3)[C@@H]2C1
 : 0.1 | -47 | . | -2
- Cc1ccc(S(=O)(=O)N(C)C[C@@H]2OCCCC[C@H](C)Oc3ccc(NS(=O)(=O)c4cccs4)cc3C(=O)N([C@@H](C)CO)C[C@H]2C)cc1
 : 1.0 | -55 | 106* | .
- O=C([C@H]1[C@H](CO)[C@H]2Cn3c(cccc3=O)[C@@H]1N2CC1CCCC1)N1CCCCC1
 : -0.9 | 3 | 6 | 5
- C[C@@H]1CCCCO[C@@H](CN(C)C(=O)Nc2cccc3ccccc23)[C@@H](C)CN([C@H](C)CO)C(=O)c2cc(NC(=O)Cc3ccccc3)ccc2O1
 : -0.1 | -84* | -35 | 19
- O=C(Cc1ccccn1)N[C@@H]1CC[C@H](CCn2cc(-c3ccc(F)cc3)nn2)O[C@H]1CO
 : 1.5 | -15 | . | -3
- Cc1noc(C)c1S(=O)(=O)Nc1ccc2c(c1)C(=O)N([C@@H](C)CO)C[C@@H](C)[C@H](CN(C)Cc1ccccc1)OCCCC[C@H](C)O2
 : 0.9 | -49 | . | -1
- COC(=O)[C@H]1[C@H](CO)[C@H]2Cn3c(ccc(-c4cccnc4)c3=O)[C@H]2N1Cc1cccc(F)c1
 : 8.2 | . | -9 | -2
- CCC(=O)Nc1ccc2c(c1)C(=O)N(C)C[C@H](OC)[C@@H](C)CN(Cc1nccs1)[C@H](C)CO2
 : 3.3 | . | 0 | .
- O=S(=O)(c1ccccc1F)N1CC[C@@H]2[C@H]1c1cc(-c3ccc(F)cc3)ccc1N[C@@H]2CO
 : 0.3 | 22 | 89 | -18
- C[C@@H]1CCCCO[C@H](CN(C)C(=O)Nc2ccc(F)cc2)[C@@H](C)CN([C@@H](C)CO)C(=O)c2cc(N(C)C)ccc2O1
 : 3.0 | -42 | 51 | -2
- COCC(=O)N(C)C[C@H]1Oc2cc(-c3cncnc3)ccc2S(=O)(=O)N([C@@H](C)CO)C[C@@H]1C
 : -0.3 | 37 | 24 | -6
- COc1ccc2c3c(n(C)c2c1)[C@@H](CO)NCC31CCN(S(=O)(=O)c2ccc(C)cc2)CC1
 : -1.6 | -71 | . | 4
- C[C@@H]1CN([C@@H](C)CO)C(=O)c2cc(C3=CCCCC3)cnc2O[C@H]1CN(C)Cc1cccc(F)c1
 : -2.9 | -15 | 115* | 4
- C[C@@H]1CN([C@@H](C)CO)C(=O)c2cc(NC(=O)Nc3ccc(C(F)(F)F)cc3)ccc2O[C@H]1CN(C)S(=O)(=O)c1cccs1
 : -0.3 | -8 | ? | 1
- C[C@@H]1CN([C@H](C)CO)C(=O)c2cc(NS(=O)(=O)c3ccccc3)ccc2O[C@@H](C)CCCCO[C@@H]1CN(C)S(=O)(=O)c1ccc(F)cc1
 : -0.4 | -42 | 53 | 6
- CNC(=O)C[C@H]1CC[C@@H]2[C@@H](COc3ccc(NC(=O)C4CC4)cc3C(=O)N2C)O1
 : 2.4 | 18 | -4 | -2
- COc1cccc(NC(=O)C[C@@H]2CC[C@H]3[C@@H](COc4ccc(NC(=O)c5ccccc5F)cc4C(=O)N3C)O2)c1
 : -0.4 | -24 | 35 | -2
- CCC(=O)N1C[C@@H]2[C@H](c3ccccc31)[C@H](CO)N2C(=O)Nc1ccccc1F
 : 0.9 | 10 | -1 | -8
- COCC(=O)N1CCC2(CC1)CN(Cc1cc(F)ccc1F)[C@H](CO)c1c2c2ccc(OC)cc2n1C
 : 0.1 | -41 | . | 9
- CO[C@H]1CN(C)C(=O)c2cc(NC(=O)CC(F)(F)F)ccc2OC[C@H](C)N(C(C)=O)C[C@@H]1C
 : 2.2 | 48 | . | -2
- COc1ccc(NC(=O)Nc2ccc3c(c2)C(=O)N([C@@H](C)CO)C[C@H](C)[C@@H](CN(C)C)OCCCC[C@H](C)O3)cc1
 : 0.2 | -1 | -7 | -1
- C[C@@H]1CN([C@@H](C)CO)C(=O)Cc2cc(NC(=O)c3ccncc3)ccc2O[C@@H]1CN(C)C(=O)Nc1ccc2c(c1)OCO2
 : 0.5 | 6 | 11 | 0
- C[C@H]1CN([C@@H](C)CO)C(=O)c2cc(NC(=O)Cn3cnnn3)ccc2O[C@H]1CN(C)C(=O)Nc1ccc(C(F)(F)F)cc1
 : -1.3 | 23 | -19 | -2
- C[C@@H]1CN([C@@H](C)CO)C(=O)c2cc(NC(=O)Nc3ccc4c(c3)OCO4)ccc2O[C@H]1CN(C)Cc1ccccc1
 : 0.9 | -11 | 14 | -2
- C[C@@H]1CCCCO[C@@H](CN(C)C(=O)Nc2cccc3ccccc23)[C@H](C)CN([C@@H](C)CO)C(=O)c2cc(N(C)C)ccc2O1
 : 1.7 | -47 | 5 | -2
- Cc1noc(C)c1NC(=O)N(C)C[C@H]1OCCCC[C@@H](C)Oc2ccc(NS(=O)(=O)c3c(C)noc3C)cc2C(=O)N([C@@H](C)CO)C[C@H]1C
 : 1.0 | 10 | -22 | 1
- C[C@@H]1CN([C@@H](C)CO)C(=O)c2cccc(NC(=O)c3nc4ccccc4s3)c2O[C@@H]1CN(C)S(=O)(=O)c1ccc(F)cc1
 : 0.7 | -49 | 70 | 1
- COc1ccc2c3c(n(C)c2c1)[C@@H](CO)N(C(=O)c1ccccn1)CC31CCN(C(C)=O)CC1
 : 0.5 | -43 | . | 9
- COc1ccc(NC(=O)Nc2ccc3c(c2)C(=O)N([C@@H](C)CO)C[C@@H](C)[C@@H](CN(C)S(=O)(=O)c2ccc(OC)cc2)O3)cc1
 : -1.4 | 31 | 53 | 5
- O=C(C[C@@H]1C=C[C@@H](NC(=O)c2ccccc2)[C@@H](CO)O1)NCCc1ccncc1
 : 2.0 | 12 | -32 | 0
- CC(C)CC#Cc1cnc2c(c1)C(=O)N([C@H](C)CO)C[C@H](C)[C@H](CN(C)C(=O)CC1CC1)O2
 : -0.1 | 10 | . | 3
- CO[C@H]1CN(C)C(=O)c2cc(NC(=O)Nc3ccccc3F)ccc2OC[C@@H](C)N(C(C)=O)C[C@H]1C
 : -0.5 | 12 | 17 | -8

Source: PubChem
